AMPAR-TARP mod = modulators of GluA2-stargazin AMPA receptor complexes, primary screen, cell-based, membrane potential dye; Voltage-dependent calcium channel gamma-2 subunit (Mus musculus) + Glutamate receptor 2 …; HEK293 GluA2+stargazin, membrane potential dye (FDSS), glutamate EC50; hits were called plate by plate, in both directions; calls only at 30 µM; actives 3.5% (n = 40,000); AID 1259245, 2017;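 active = any of four per-well response measures lying three or more SD from its plate-wide compound average, in either direction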
Target sequence (O88602 whole entry, looked up): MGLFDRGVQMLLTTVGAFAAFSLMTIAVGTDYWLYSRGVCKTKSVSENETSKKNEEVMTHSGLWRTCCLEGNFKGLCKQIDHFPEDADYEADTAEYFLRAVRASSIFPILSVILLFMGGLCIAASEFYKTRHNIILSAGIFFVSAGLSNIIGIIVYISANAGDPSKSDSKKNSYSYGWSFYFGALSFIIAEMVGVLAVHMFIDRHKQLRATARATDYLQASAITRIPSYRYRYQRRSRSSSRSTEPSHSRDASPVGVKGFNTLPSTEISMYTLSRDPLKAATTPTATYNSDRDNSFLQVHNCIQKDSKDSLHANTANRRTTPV
Target sequence (P19491 whole entry, looked up): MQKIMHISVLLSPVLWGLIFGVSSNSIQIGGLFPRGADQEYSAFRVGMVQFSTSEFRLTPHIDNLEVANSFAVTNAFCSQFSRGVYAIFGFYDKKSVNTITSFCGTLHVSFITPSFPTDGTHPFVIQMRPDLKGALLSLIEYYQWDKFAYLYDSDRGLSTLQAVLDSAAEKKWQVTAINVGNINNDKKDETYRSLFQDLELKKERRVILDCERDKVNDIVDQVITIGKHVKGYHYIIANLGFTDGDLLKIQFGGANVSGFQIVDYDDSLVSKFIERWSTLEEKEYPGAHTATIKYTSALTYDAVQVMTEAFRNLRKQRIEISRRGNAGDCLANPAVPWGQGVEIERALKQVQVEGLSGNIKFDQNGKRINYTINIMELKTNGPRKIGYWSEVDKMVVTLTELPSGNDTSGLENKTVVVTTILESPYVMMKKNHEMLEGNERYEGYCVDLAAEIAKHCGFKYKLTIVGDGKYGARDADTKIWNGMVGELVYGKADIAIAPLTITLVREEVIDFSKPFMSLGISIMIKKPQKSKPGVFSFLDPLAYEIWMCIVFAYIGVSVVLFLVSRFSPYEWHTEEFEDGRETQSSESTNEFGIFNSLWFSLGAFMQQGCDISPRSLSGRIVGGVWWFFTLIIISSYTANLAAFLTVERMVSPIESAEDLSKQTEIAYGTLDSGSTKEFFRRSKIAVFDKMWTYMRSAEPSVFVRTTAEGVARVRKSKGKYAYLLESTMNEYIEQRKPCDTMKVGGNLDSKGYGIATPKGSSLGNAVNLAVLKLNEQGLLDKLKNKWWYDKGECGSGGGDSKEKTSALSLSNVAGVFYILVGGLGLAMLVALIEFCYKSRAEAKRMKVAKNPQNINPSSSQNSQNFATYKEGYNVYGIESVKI
AMPAR-TARP mod agonism max-min = further read-out of AMPAR-TARP mod, marked with its call; compound max-min signal; compound-alone response (agonism);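 unitless range of fluorescence divided by baseline over first 100 seconds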
AMPAR-TARP mod glutamate slope = also measured in AMPAR-TARP mod; calls as there; glutamate slope, % of max; measured here: glutamate response slope, % max;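 scaled per plate between vehicle wells and maximal 1 mM glutamate control wells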
* = called active by the depositor; i = inactive; + = active, no number. This is a subset; the hit share may differ from the screen's.

SMILES	AMPAR-TARP mod	AMPAR-TARP mod agonism max-min	AMPAR-TARP mod glutamate slope
COc1cccc(C2C(C(=O)Nc3ccccc3F)=C(C)NC3=C2C(=O)CC(C)(C)C3)c1 (centres undefined)	i	0.072	37
COc1cc(NC(=O)c2ccccc2C(F)(F)F)ccc1N1CCCCC1=O	i	0.086	57
CCn1nc(C)cc1C(=O)N(Cc1ccccc1)c1nc2cc(OC)ccc2s1	i	0.097	58
O=S(=O)(NCC1COC2(CCCCC2)O1)c1ccc(Cl)cc1 (centres undefined)	+	0.17*	71*
N#Cc1ccc(Cl)cc1NC(=O)c1ccc(=O)n(Cc2ccccc2Cl)c1	i	0.059	63
CCC(=O)Nc1sc2c(c1-c1nc3ccccc3s1)CCN(C(C)C)C2	i	0.12	53
COc1ccc(S(=O)(=O)N2CCCc3cc(NS(=O)(=O)c4ccc(F)cc4C)ccc32)cc1	i	0.13	73
Cc1ccc(CC(=O)Nc2nnc(-c3ccc(C)c(C)c3)o2)c(C)c1	i	0.046	51
O=S(=O)(c1ccc(-c2ccccc2)cc1)N1CCN(c2ccc(NCC3CCCO3)nn2)CC1 (centres undefined)	i	0.1	55
CC1=C(C(=O)OC(C)C)C(c2ccc(O)cc2)NC(=O)N1 (centres undefined)	i	0.11	82
CN(C)c1oc(-c2ccco2)nc1S(=O)(=O)c1ccc(Br)cc1	i	0.1	69
Cc1ccc(NC(=O)C(=O)NCC2CCN(Cc3ccsc3)CC2)cc1N1CCCC1=O	i	0.15	47
Cn1cc(C(=O)N2CCCCCC2)cc(NC(=O)C(C)(C)C)c1=O	i	0.076	63
Cc1ccc(N2CC(C(=O)Nn3cnc4c(cnn4C(C)(C)C)c3=O)CC2=O)cc1 (centres undefined)	i	0.032	49
COc1ccc(F)cc1CN1CCN(c2cc(C)nc3c4c(C)cc(C)nc4nn23)CC1	+	0.35*	54*
COc1c(C)cc(S(=O)(=O)NCC2CCN(C)CC2)cc1C	i	0.08	62
O=c1c2cc(-c3ccc(F)cc3)nn2ccn1Cc1nc(-c2ccccc2)no1	i	0.12	67
O=C(c1cc(=O)c2ccccc2o1)N1CCN(C(=O)c2cnn3ccccc23)CC1	i	0.097	47
O=C(c1ccc(N2C(=O)CCC2=O)cc1)N(CCN1CCOCC1)c1nc2ccccc2s1	i	0.11	68
O=C(NCC(O)(c1ccco1)C1CC1)c1cc(-c2ccccc2)on1 (centres undefined)	i	0.1	73
N#Cc1ccc(CN2C(=O)N(c3cccc(Cl)c3)S(=O)(=O)c3ccccc32)cc1	i	0.066	69
O=C(Nc1ccc(F)cc1)N1CCC(CNC(=O)C2(c3ccc(Cl)cc3)CCCC2)CC1	i	0.079	52
O=C(Cc1csc(Nc2ccccc2)n1)NCCCc1ccccc1	i	0.12	62
Cn1c(=O)[nH]c(=O)c2c1nc(N1CCN(CC(N)=O)CC1)n2Cc1ccc(F)cc1	i	0.1	8
CCn1c(=NC(=O)c2ccno2)sc2cc(OC)ccc21	i	0.13	44
COc1ccccc1N1CC(c2nc3ccccc3n2CC(O)COc2ccccc2Cl)CC1=O (centres undefined)	i	0.12	59
C=CCc1ccc(OCC(O)CN2CCN(Cc3ccc4c(c3)OCO4)CC2)c(OC)c1 (centres undefined)	i	0.082	46
Cn1cccc1C(O)CNC(=O)CCS(=O)(=O)c1ccccc1 (centres undefined)	i	0.085	70
COc1cccc(NC(=O)C(=O)Nc2ccccc2[N+](=O)[O-])c1	i	0.14	53
CCOc1cccc2cc(C(=O)NCCOc3ccc(-c4ccc(C)cc4)nn3)c(=O)oc12	i	0.084	67
Cc1ccc(-c2ccc(=O)n(CCNC(=O)Nc3cccc(C(F)(F)F)c3)n2)cc1	i	0.1	43
Cc1ccc(Cl)c2sc(N(CCN3CCOCC3)C(=O)c3ccc4c(c3)OCCO4)nc12	i	0.13	71
Cc1cccc(Nc2ccc(N3CCN(S(=O)(=O)c4cccs4)CC3)nn2)n1	+	0.44*	22*
O=C(CN1CCN(Cc2ccc(F)cc2)CC1)Nc1ccccc1F	i	0.057	42
Cc1cc(C)n(-c2nc3c(c(=O)n(CC(N)=O)c(=O)n3C)n2Cc2cccc(Cl)c2)n1	i	0.034	48
O=C(NNC(=O)c1c(F)cccc1F)c1ccc(=O)n(Cc2ccccc2)c1	i	0.063	51
O=C(Nc1ccc(Cl)c(Cl)c1)N1CCN(CCn2cccn2)CC1	i	0.11	43
COc1cc(/C=C2\SC(=S)N(c3cccc(Cl)c3)C2=O)cc(OC)c1OC	i	0.078	62
Cc1cc(Nc2ccc(Cl)cc2)nc(-n2cc([N+](=O)[O-])cn2)n1	+	0.17*	24*
O=C(CCS(=O)(=O)c1ccccc1)NCC(O)(c1ccco1)C1CC1 (centres undefined)	i	0.087	61
Cc1ccc(-c2nn(C)c(=O)c3ccccc23)cc1CNC(=O)c1cccs1	i	0.043	56
CC(C)N(CC#CCN1C(=O)c2ccccc2C1=O)C(C)C	i	0.036	34
O=C(Nc1ccc(SCC(=O)N2CCCCC2)nn1)c1cccc(F)c1	i	0.075	47
CCOc1ccc(N2CCCn3c2nc2c3c(=O)n(CCN3CCOCC3)c(=O)n2C)cc1	i	0.074	28
CSc1ccc(CC(=O)Nc2nc3c(s2)COc2ccccc2-3)cc1	i	0.12	61
O=C(O)c1cc2ccccc2c(=O)n1CCc1ccccc1	i	0.08	54
COc1cc(-c2ccc(=O)n(CC(=O)Nc3ccc(C)c(Cl)c3)n2)cc(OC)c1OC	i	0.1	94
O=C(NCc1ccsc1)C1CCCCC1	+	0.035*	37*
COCCNC(=O)C(=O)NCC1OCCCN1S(=O)(=O)c1ccccc1 (centres undefined)	i	0.11	61
COc1ccc(CNC(=O)c2ccc(S(=O)(=O)c3ccc(C)c(C)c3)nc2)cc1OC	i	0.057	57
Cc1c(Cl)cccc1NC(=O)CCc1csc(NC(=O)c2ccc(F)cc2)n1	i	0.1	59
Cc1ccc(NC(=O)Nc2ccc(-c3ccc(=O)n(C)n3)cc2)cc1	i	0.092	59
O=C(NCC1CCN(C2CCCC2)CC1)c1ccccc1C(F)(F)F	i	0.033	45
Cc1cc(NC(=O)C2CCCN(c3ccc(-n4cccn4)nn3)C2)no1 (centres undefined)	i	0.087	66
O=C(NCC(O)(c1ccccc1)C(F)(F)F)c1ccc(Cl)c(Cl)c1 (centres undefined)	i	0.11	49
Cc1ccc(N2CC(c3nc4ccccc4n3Cc3ccc(F)cc3)CC2=O)cc1 (centres undefined)	i	0.08	53
CS(=O)(=O)N1CCC(C(=O)N2CCN(Cc3nc(-c4ccccc4)cs3)CC2)CC1	i	0.13	57
O=C(NCC(c1ccco1)N1CCOCC1)c1cc(-c2ccccc2)on1 (centres undefined)	i	0.12	50
Cn1c(=O)c2c(nc(N3CCCCCC3)n2CC(O)c2ccccc2)n(C)c1=O (centres undefined)	i	0.11	55
C=CCn1c(=O)c2sc(N(CC)CC)nc2n(CC(=O)Nc2ccc3c(c2)OCCO3)c1=O	i	0.029	40

Following part
SMILES	AMPAR-TARP mod	AMPAR-TARP mod agonism max-min	AMPAR-TARP mod glutamate slope
O=C(c1nc(-c2cnccn2)no1)N1CCN(Cc2ccccc2)CC1	i	0.13	77
Cc1ccc(C(CNC(=O)c2cccc(Br)c2)N2CCOCC2)cc1 (centres undefined)	i	0.059	44
N#Cc1nc(-c2ccc(S(=O)(=O)N3CCCCCC3)cc2)oc1NCc1ccc2c(c1)OCO2	i	0.13	61
Cn1nc(-c2ccc(NS(=O)(=O)c3ccc(-c4ccccc4)cc3)cc2)ccc1=O	i	0.064	63
Cc1cc(NC(=O)C2CCCN2S(=O)(=O)c2ccc(Cl)s2)n(C(C)C)n1 (centres undefined)	i	0.068	41
Cn1cc(C(=O)N2CCCC2)cc(NC(=O)c2ccccc2C(F)(F)F)c1=O	i	0.07	56
CCC1CCCCN1S(=O)(=O)c1ccc(C)cc1 (centres undefined)	i	0.049	59
O=c1ccc(-c2cccs2)nn1CCCNS(=O)(=O)c1ccccc1F	i	0.092	60
O=C(NCC(c1ccc(F)cc1)N1CCOCC1)C(=O)Nc1ccc2c(c1)OCCO2 (centres undefined)	i	0.049	51
COc1ccc(Br)c(C(=O)NCC2CCN(c3ccccn3)CC2)c1	i	0.077	57
COc1ccc(CN2C(=O)C3(OCCCO3)c3cccc(C)c32)cc1OC	i	0.031	52
CCNC(=O)N1CCN(Cc2nc(-c3ccccc3)cs2)CC1	i	0.11	55
Cc1ccccc1Cn1c(C2CC(=O)N(C(C)(C)C)C2)nc2ccccc21 (centres undefined)	+	0.17*	51*
CC(C)(C)NC(=O)C(=O)NCC1CCN(Cc2cccs2)CC1	i	0.086	57
O=C(c1ccc(Br)cc1)N1CCN(c2ncnc3c2nnn3-c2ccccc2)CC1	i	0.027	43
COC(=O)c1ccccc1NC(=O)c1ccc(=O)n(Cc2c(F)cccc2Cl)c1	i	0.086	61
Cc1c(C(=O)N2CCCCC2)c(C(F)(F)F)nn1C1CCCN(C(C)C)C1 (centres undefined)	i	0.1	79
CCCCC(=O)Nc1sc(SCC(N)=O)nc1-c1ccccc1	i	0.11	76
COC(=O)c1scc(-c2ccccc2)c1S(=O)(=O)Nc1ccc2c(c1)OCO2	i	0.077	65
CCOC(=O)c1csc(NC(=O)CCCn2nc(-c3ccc(F)cc3)ccc2=O)n1	i	0.026	33

Structures shown so far with a thiophene ring, fused or not, in the order listed:
SMILES	AMPAR-TARP mod	AMPAR-TARP mod agonism max-min	AMPAR-TARP mod glutamate slope
CCC(=O)Nc1sc2c(c1-c1nc3ccccc3s1)CCN(C(C)C)C2	i	0.12	53
Cc1ccc(NC(=O)C(=O)NCC2CCN(Cc3ccsc3)CC2)cc1N1CCCC1=O	i	0.15	47
Cc1cccc(Nc2ccc(N3CCN(S(=O)(=O)c4cccs4)CC3)nn2)n1	+	0.44*	22*
Cc1ccc(-c2nn(C)c(=O)c3ccccc23)cc1CNC(=O)c1cccs1	i	0.043	56
O=C(NCc1ccsc1)C1CCCCC1	+	0.035*	37*
Cc1cc(NC(=O)C2CCCN2S(=O)(=O)c2ccc(Cl)s2)n(C(C)C)n1 (centres undefined)	i	0.068	41
O=c1ccc(-c2cccs2)nn1CCCNS(=O)(=O)c1ccccc1F	i	0.092	60
CC(C)(C)NC(=O)C(=O)NCC1CCN(Cc2cccs2)CC1	i	0.086	57
COC(=O)c1scc(-c2ccccc2)c1S(=O)(=O)Nc1ccc2c(c1)OCO2	i	0.077	65

Remaining list, next part:
SMILES	AMPAR-TARP mod	AMPAR-TARP mod agonism max-min	AMPAR-TARP mod glutamate slope
COCCCN1COc2ccc3c(=O)c(-c4ccccc4OC)c(C(F)(F)F)oc3c2C1	i	0.096	48
Cn1nc(C(=O)N2Cc3nn(C(C)(C)C)c(-n4cccc4)c3C2)ccc1=O	i	0.1	60
CC(=O)c1ccc(NC(=O)Cn2nc(C(=O)Nc3ccc(C)cc3)ccc2=O)cc1	i	0.029	36
COc1ccc(N2C(=O)CCS2(=O)=O)cc1S(=O)(=O)Nc1ccc(C(C)C)cc1	i	0.086	63
COC(=O)Cn1c(=O)c2c(nc3n(-c4ccccc4C)c(C)c(C)n23)n(C)c1=O	i	0.075	56
CCOc1ccc(-n2nnnc2CN2CCN(S(=O)(=O)c3cccs3)CC2)cc1	i	0.069	83
Cc1ccccc1-n1c(-c2ccccc2)cn2c3c(=O)n(CCN4CCOCC4)c(=O)n(C)c3nc12	i	0.04	56
O=C(Nc1nc2ccccc2s1)c1ccc(Cl)c(S(=O)(=O)N2CCCC2)c1	i	0.081	69
O=c1cc(-c2ccccc2)nc(SCc2nc(-c3cccc(C(F)(F)F)c3)no2)[nH]1	i	0.074	57
CC(=O)Cn1c(=O)c2c(nc3n(-c4cccc(Cl)c4)c(C)c(C)n23)n(C)c1=O	i	0.088	59
CCCCOc1ccc(-c2cc3c(=O)n(Cc4nc(-c5ccc(OC)cc5)no4)ccn3n2)cc1	i	0.13	64
COc1ccc(NC(=O)/C=C/c2ccc3c(c2)OCO3)cc1N1CCCCC1=O	i	0.078	56
Cc1cccc(N2CC(C)Cn3c2nc2c3c(=O)n(CC(=O)O)c(=O)n2C)c1 (centres undefined)	i	0.069	30
O=C(/C=C/c1cccs1)N(CCCn1ccnc1)c1nc2ccccc2s1	i	0.1	49
CCOc1ccccc1NC(=O)NCC1(O)CCCC1	i	0.064	62
COc1ccc(OC)c(-c2ccc(=O)n(CC(=O)Nc3cccc(C)c3)n2)c1	i	0.084	101
O=C(CSc1nnc(CCn2ccc(=O)[nH]c2=O)o1)Nc1ccc(Cl)cc1	i	0.063	52
O=c1c2sccc2nc(SCc2nc(-c3ccccc3)no2)n1Cc1ccccc1	i	0.089	70
CCCN1C(=O)NC2(CCN(C(=O)CCCc3ccccc3)CC2)C1=O	i	0.066	19
O=C(NCC(O)(c1ccco1)C1CC1)c1cc(Cl)ccc1Cl (centres undefined)	i	0.048	48
NC(=O)C1Cc2ccccc2N1C(=O)c1cc(Br)ccc1Cl (centres undefined)	i	0.1	57
CNC(=O)C1Cc2ccccc2N1C(=O)c1ccccc1OC (centres undefined)	i	0.056	41
Cc1cccc(C(=O)Nc2ccc(N3CCCCS3(=O)=O)cc2)c1	i	0.11	79
CCC(=O)Nc1ccc(S(=O)(=O)NCCN2CCN(c3ccccc3)CC2)cc1	i	0.1	66

Screening data deposited in PubChem BioAssay by Vanderbilt High Throughput Screening Facility.
